Assay outcomes as filed in PubChem.
MEKK2mut PB1 HTS = MEK5 binding signal on mutant MEKK2 PB1, primary screen, biochemical, multiplex bead flow cytometry, Alexa488-MEK5; percent response, % at 10 µM; Alexa488-MEK5 binding to MEKK2 mutant; 0.35% of 290,000 active; in the data active means percent response above about 24%, passing the limit was not always enough; further: inactives centre near 1; some results filed as inactive read as strong as hits; reference of the scale not given here
NALP1 inh = NALP1 inflammasome inhibitors in reconstituted yeast, colorimetric, S. cerevisiae, triplicate retest; S. cerevisiae NALP1/ASC/caspase-1 growth, X-gal OD620, 72 h; inhibition, % at 10 µM; 0.61% of 280,000 active; AID 2071, 2009; in the data active means inhibition mostly above about 24%, no sharp cut-off; inactive means mostly below about 32%; further: some compounds called inactive have numbers as strong as hits
PfM18AAP inh = PfM18AAP inhibitors, malaria aminopeptidase, primary screen, biochemical, QFRET, recombinant enzyme. M18 aspartyl aminopeptidase (Plasmodium falciparum 3D7). H-Glu-NHMec fluorogenic cleavage. 1.2% of 290,000 active. inhibition, % at 7.35 µM;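 active means inhibition above the campaign mean inhibition over all tested compounds plus 3 SD, cut at about 28% in these data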;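 further: 0% = plate median of test compound wells and 100% = 2 mM ZnCl2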
GalR3 antag = GalR3 antagonists in HEK293 cells, primary screen, cell-based, fluorescence readout; Galanin receptor type 3 (Homo sapiens), O60755; HEK293 GalR3-CNG cAMP membrane potential fluorescence; galR3 body fused to GalR1 C-terminus; inhibition, % at 3 µM; 0.44% of 360,000 active;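 active means inhibition above the screen-wide average plus 3 SD, cut at about 13% in these data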;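 further: forskolin and galanin both at EC90 stimulate the cells; cAMP rise reported by CNG channel membrane potential dye signal; 0% = forskolin plus galanin with DMSO and 100% = forskolin alone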
Target sequence (O60755 1-299 limits assumed): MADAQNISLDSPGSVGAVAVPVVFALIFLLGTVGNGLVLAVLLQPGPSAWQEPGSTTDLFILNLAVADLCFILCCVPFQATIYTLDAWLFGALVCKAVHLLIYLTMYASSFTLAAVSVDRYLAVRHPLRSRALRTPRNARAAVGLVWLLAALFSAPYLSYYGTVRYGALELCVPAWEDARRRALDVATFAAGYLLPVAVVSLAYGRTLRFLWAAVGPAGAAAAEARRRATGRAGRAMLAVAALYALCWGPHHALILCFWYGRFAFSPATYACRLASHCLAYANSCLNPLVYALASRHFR
OXTR ag = human OXTR agonists, primary screen, fluorescence, CHO-OTR cells, Fluo-8 calcium | Oxytocin receptor (Homo sapiens), P30559 | Fluo-8 calcium fluorescence; normalized: DMSO 0%, oxytocin 100% | activation, % at 3 µM | 0.32% of 320,000 active;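 active means activation above the mean of all tested compounds plus 3 SD, cutoff set per screening run, cut at about 20% in these data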;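 further: peak over basal fluorescence ratio from a 100 s FLIPR kinetic read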
OXTR potentiator = human OXTR potentiators, primary screen, fluorescence, CHO-OTR cells, Fluo-8 calcium; Fluo-8 calcium fluorescence, potentiator mode; 0% = oxytocin EC15, 100% = EC100; activation, % at 3 µM; 0.061% of 320,000 active; AID 2445, 2010;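 active means activation above that plate's cutoff, the mean activation of tested compounds plus 3 SD, cut at about 6.6% in these data, passing the limit was not always enough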;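 further: 100% uses oxytocin at 75 nM as the full agonist control; some results filed as inactive read as strong as hits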
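test system = CHO-OTR cells, human receptor | compound = single-point 3.0 µM | schedule = 6 min compound pre-incubation at room temperature, 100 s kinetic read | signal = Fluo-8 no-wash calcium dye fluorescence, excitation 470-495 nm, emission 515-575 nm | repeats = single well per compound, singlicate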
GPR7 antagonist = GPR7 receptor antagonists, primary screen, cell-based, fluorescence, single concentration; AID 1861, 2009; inhibition, % at 4.4 µM; 1.1% of 290,000 active; GPR7-expressing cells, fluorescence antagonist assay; Neuropeptides B/W receptor type 1 (Homo sapiens), P48145; in the data active means inhibition above about 16%, passing the limit was not always enough;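 further: cells stimulated with the agonist NPW; 0% = agonist with vehicle and 100% = vehicle without agonist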
Target sequence (P48145 whole entry, looked up): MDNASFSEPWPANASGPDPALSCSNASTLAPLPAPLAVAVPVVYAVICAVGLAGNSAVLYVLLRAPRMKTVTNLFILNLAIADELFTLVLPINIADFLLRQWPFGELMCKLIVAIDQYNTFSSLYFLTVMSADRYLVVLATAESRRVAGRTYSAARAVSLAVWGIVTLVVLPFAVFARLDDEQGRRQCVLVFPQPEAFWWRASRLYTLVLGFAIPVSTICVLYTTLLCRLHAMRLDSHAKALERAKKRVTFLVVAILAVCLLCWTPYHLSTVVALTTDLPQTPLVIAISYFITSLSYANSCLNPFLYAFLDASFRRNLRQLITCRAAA
V1aR counter = agonists of human V1a receptor, primary screen, counter-screen for OXTR agonist project, fluorescence, CHO-V1R cells | Vasopressin V1a receptor (Homo sapiens), P37288 | Fluo-8 calcium fluorescence, agonist mode; 0% DMSO, 100% 3 nM vasopressin | activation, % at 3 µM | 0.25% of 320,000 active;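 active means activation above the mean activation of all tested compounds plus 3 SD, per screening run, cut at about 20% in these data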;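 further: signal is peak over basal fluorescence ratio across a 100 second FLIPR read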
Target sequence (P37288 whole entry, looked up): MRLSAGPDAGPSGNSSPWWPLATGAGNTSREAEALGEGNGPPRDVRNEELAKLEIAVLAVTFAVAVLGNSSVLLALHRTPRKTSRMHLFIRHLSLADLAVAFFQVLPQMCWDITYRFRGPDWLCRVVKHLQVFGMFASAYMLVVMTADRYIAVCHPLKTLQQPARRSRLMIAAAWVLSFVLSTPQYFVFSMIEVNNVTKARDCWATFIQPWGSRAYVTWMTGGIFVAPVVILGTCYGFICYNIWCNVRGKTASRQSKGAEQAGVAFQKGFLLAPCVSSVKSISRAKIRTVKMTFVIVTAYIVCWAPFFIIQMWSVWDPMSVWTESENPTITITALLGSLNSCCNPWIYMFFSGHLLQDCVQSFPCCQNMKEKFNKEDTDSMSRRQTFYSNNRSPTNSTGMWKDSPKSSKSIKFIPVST
MEKK2 WT-MEK5 = modulators of MEK5 binding to wildtype MEKK2, primary screen, biochemical, multiplex bead flow cytometry, Alexa488-MEK5 | Mitogen-activated protein kinase kinase kinase 2 (Homo sapiens), Q9Y2U5 | Alexa488-MEK5 binding to MEKK2 WT; actives lie on both sides | binding response (% of control), % at 10 µM | 1.1% of 290,000 active | AID 1531, 2009; in the data active means binding response below about 67% or above about 130%; inconclusive means no clear call, values can overlap the other calls; inactive means in between
The depositor's hits bear a star; ? = inconclusive; / = no result given; & = joins results of further samples.

SMILES	MEKK2mut PB1 HTS	NALP1 inh	PfM18AAP inh	GalR3 antag	OXTR ag	OXTR potentiator	GPR7 antagonist	V1aR counter	MEKK2 WT-MEK5
Cc1cccc(N(CC(=O)NC(C)(C)C)C(=O)CS(=O)CC(=O)Nc2ccc(F)cc2)c1 (configuration not stated)	-4	-2	2	-6	-0.1	-15	-2	5.7	93
COc1ccc(/C=C2/SC(=O)N(CC(O)Cn3c4ccccc4c4ccccc43)C2=O)cc1 (configuration not stated)	-2	4	0	3	-0.3	-11	0	0.1	95
COC(=O)c1ccc(C23CC4(C2)[C@H](CN(Cc2cccnc2)[C@@H]4c2ccccc2)C3c2ccc(C(F)(F)F)cc2)cc1 (some centres not stated)	7	/	/	-6	0.8	-4	/	1.5	105
COc1ccnc(Oc2ccc(F)cc2)c1C(=O)N/C=N/OCc1ccccc1	2	-22	-7	-1	4.0	-5	9	4.7	98
CCOC(=O)/C(=C/c1ccc(OC(=O)c2ccccc2)cc1)C(C)=O	11	75	1	-1	-1.3	-10	-5	-0.1	4.0*
Cc1cnccc1CN(C)C(=O)C1CCC(=O)N(Cc2ccccc2F)C1 (configuration not stated)	2	14	-3	3	0.7	-6	-8	-0.5	100
COCCn1c(N)c(N(Cc2ccccc2)C(=O)c2cc3ccccc3o2)c(=O)[nH]c1=O	-4	5	-4	-1	-0.1	0	-15	-0.4	93
CCOC(=O)C1CCN(C2=NC(=O)/C(=C/c3ccc(O)cc3)S2)CC1	0	20	15	-7	1.3	-14	0	0.6	99
O=[N+]([O-])c1cccc(CSc2nnc3ccccn23)c1	-2	18	-2	-1	0.0	-1	-23	-0.6	100
Cc1nc(SCC(=O)NC(=O)NCc2ccccc2)nc(C)c1C	1	14	5	-3	0.6	2	-4	1.1	96
C#CCOCCOCCOCCNc1nc(N2CCN(C(=O)[C@H]([C@@H](C)CC)n3cc([C@@H](N)CO)nn3)CC2)nc(N2CCN(C(=O)[C@H](Cc3cc4ccccc4[nH]3)n3cc([C@@H](N)Cc4ccc(O)cc4)nn3)CC2)n1	4	/	/	/	0.8	-8	/	1.1	155*
CCC(=O)NC(NC(=S)Nc1c(C)n(C)n(-c2ccccc2)c1=O)C(Cl)(Cl)Cl (configuration not stated)	18	7	10	-6	0.4	-6	-4	0.1	114
O=C(Cn1cnc2c(OCc3ccccc3)ncnc21)N1CCN(c2ccccn2)CC1	/	/	/	-2	0.3	-6	/	1.0	/
O=C(Nc1ccc(Cl)cc1)C1CCCN(S(=O)(=O)c2cnc[nH]2)C1 (configuration not stated)	4	2	5	0	1.1	3	-5	0.3	107
O=C(Cc1ccc(F)cc1)N1CCN(c2ccc(F)cc2)CC1	0	4	2	-8	0.5	-2	8	1.6	99
Cn1c(=O)[nH]c(=O)c2c1nc(CN1CCOCC1)n2Cc1ccccc1	4	9	4	-2	1.4	3	-7	0.1	106
COc1ccc(N2CCN(C(=O)C3CCN(S(=O)(=O)c4ccccc4)CC3)CC2)cc1	5	-2	3	-3	0.3	-6	-10	4.7	100
CCCCN1C(=O)/C(=C2/Sc3ccc(OC)cc3N2CC)SC1=S	-3	14	2	/	1.0	-13	11	0.1	76
COc1ccc(S(=O)(=O)N2CCC(C(=O)NCc3ccccn3)CC2)cc1C	1	17	6	-4	-1.4	-4	1	0.0	96
CC(C)(C)OC(=O)N/N=C\c1cccnc1	-12	5	4	-6	0.9	0	-4	-0.3	89
Cc1onc(-c2ccccc2)c1-c1csc(COc2ccccc2)n1	-10	-1	3	-5	1.6	4	-6	1.5	100
C=CCN1C(=S)CC(c2ccccc2)=Nc2ccccc21	-1	3	-2	-12	/	/	-23	/	101
CC(C)N(Cc1ccccc1)C(=O)COC(=O)/C=C/c1cnc2ccccc2n1	2	20	1	3	-1.5	-1	-8	0.1	94
CN(c1ccccc1)S(=O)(=O)c1cccc(NC(=O)C2=NN(c3ccccc3)C(=O)CC2)c1	/	/	/	-7	2.9	-11	/	5.0	/
CCOc1ccccc1NC(=O)CCCCCN1C(=O)[C@@H]2Cc3ccccc3CN2C1=O	1	18	-1	-6	2.6	-13	5	4.7	106
CCOC(=O)c1cnc2c(C#N)c(C)nn2c1-c1ccccc1	0	-5	-8	/	-1.5	0	0	0.2	99
O=C(NCc1ccco1)Nc1ccc([N+](=O)[O-])cc1	-4&-4	16	-6&3	-5	4.8	-10	-5&-4	6.3	94&101
Cc1nc2ccc(N=NN(C)C)cc2[nH]1	-4	15	0	-4	0.6	-1	-11	0.6	90
CC(C)NS(=O)(=O)c1ccc(OCC(=O)Nc2ccc(F)cc2)cc1	5	-5	-4	0	-0.6	-12	-13	1.8	105
COc1cc(/C=C/C(=O)NC(=O)c2ccccc2O)ccc1OC(C)=O	-5	25	8	-2	0.6	2	-13	0.3	94
CCc1cc(=O)oc2c(CNCc3c(F)cccc3Cl)c(O)ccc12	-1	20	0	-12	3.9	-12	4	2.4	103
CC1Cc2ccccc2N1C(=O)CO/N=C/c1ccccc1OC(F)F (configuration not stated)	0	25	2	-4	-2.4	0	-2	1.0	98
O=c1cc(O)c2sc3nc(-c4cccnc4)cc(C(F)(F)F)c3c2[nH]1	-1	23	14	0	1.3	-7	3	3.0	99
COc1ccc(OC)c(NC(=O)C2CCCC2)c1	-32	-1	0	-2	0.7	-14	-8	-1.0	?
CCCCn1c(SCC(=O)N2CCC(C)CC2)nc2cc(S(N)(=O)=O)ccc21	-3	13	2	/	-1.0	-4	-6	-0.7	97
Cc1ccccc1NC(=O)c1c(C)nc(SCC(=O)OCc2ccccc2)c(C#N)c1-c1ccc(F)cc1	1	13	-6	-2	-0.7	-11	-7	2.6	111
CN(C)S(=O)(=O)c1cccc(NC(=S)N2CCCCC2CO)c1 (configuration not stated)	-1	13	-16	2	-0.2	-4	0	3.9	99
COc1ccc(CCn2c(N)cc(=O)[nH]c2=O)cc1OC	0	12	-6	0	-0.2	0	-17	0.2	99
CCCN(CC(=O)Nc1ccccc1C)C(=O)c1ccc(COc2ccccc2)cc1	9	2	-5	-1	1.1	-9	5	5.0	105
COc1ccccc1CN(C)C(=O)c1ccc(COc2ccccc2)cc1	0	-12	3	-12	-0.9	-12	-1	0.8	97
CCN(CC(=O)Nc1c(F)cccc1F)C(=O)c1ccc(N2CCCC2=O)cc1	/	/	/	-4	1.0	-3	/	0.6	/
O=[N+]([O-])c1ccc2c(c1)C(O)n1nc(-c3ccc(Cl)cc3Cl)nc1S2 (configuration not stated)	1	-2	-6	-1	0.3	-4	0	0.8	102
COc1ccc(CN(Cc2cc3ccc(C)cc3[nH]c2=O)Cc2nnnn2C2CCCC2)cc1	-4	21	/	-4	-1.1	-12	/	0.2	95
CCc1ccc(OC(=O)Nc2ccccc2)cc1	8	19	5	-11	/	/	-18	/	112
COc1ccc(NC(=O)CC2C(=O)N(C)C(=S)N2CCc2ccccc2)cc1 (configuration not stated)	3	6	3	-2	7.2	-15	3	8.3	105
CC(=O)NCC(=O)N(Cc1ccco1)C1(C(=O)NC2CCCC2)CCCCC1	-4	0	-1	-3	1.7	-4	16	0.3	101
CCN1CCN(c2nc(S(=O)(=O)c3ccc(C)cc3)c(Cl)s2)CC1	-4	9	-1	-6	2.2	1	-8	2.2	83
CNc1ccc(Br)cc1C(O)c1ccccc1 (configuration not stated)	-3	13	1	-6	-2.7	-3	8	-1.5	95
N#Cc1cccc(NC(=O)Cc2ccsc2)c1	-1	22	-7	-10	-0.3	-1	10	0.4	101
NS(=O)(=O)c1ccc(NC(=O)CN2C(=O)c3ccccc3C2=O)cc1	5	/	-3	-7	0.5	1	1	-0.4	100
COc1ccc(S(=O)(=O)N2CCN(c3ncccn3)CC2)cc1	/	/	/	-5	0.9	-15	/	0.4	/
COc1c(C)cccc1C(=O)Nc1ccc(CN2CCCCC2)cc1	-2	2	1	-4	1.5	2	-3	-0.1	99
O=C(/C=C/Nc1cccc(C(F)(F)F)c1)C(F)(F)F	/	22	4	-6	-0.2	1	13	0.9	/
NC(=O)COC(=O)C(Cc1ccccc1)NS(=O)(=O)c1ccccc1F (configuration not stated)	1	16	/	-2	1.0	-4	/	2.4	101
C=CCOc1ccc(C2N3CC4(C)CN2CC(CCC)(C3)C4=O)cc1 (configuration not stated)	/	8	3	-3	-2.5	-4	-2	-0.7	/
CCOC(=O)c1ccc(NC(=S)N2CCN(CCN=CC3=C(O)CC(C)(C)CC3=O)CC2)cc1	-16	-9	-4	-2	-0.7	3	-13	-0.7	67
CCc1cc2c(=O)c(-c3cnn(-c4ccccc4)c3)c(C)oc2cc1OCC(=O)Nc1ccc(F)c(F)c1	-1	26	0	-5	-0.6	1	-10	0.0	103
O=C(COC(=O)CCc1ccc(S(=O)(=O)N2CCOCC2)cc1)Nc1ncc(C(F)(F)F)cc1Cl	-3	-5	-1	-3	3.9	-12	4	3.2	97
CSCCC(NC(=O)c1ccc(=O)n(C)n1)c1nc2ccccc2[nH]1 (configuration not stated)	-8	-5	4	-2	-1.1	-1	-3	-0.2	91
C(=N\c1ncnc2sccc12)/NOCc1ccccc1	10	32	-4	2	5.9	-15	12	4.4	113

Further compounds
SMILES	MEKK2mut PB1 HTS	NALP1 inh	PfM18AAP inh	GalR3 antag	OXTR ag	OXTR potentiator	GPR7 antagonist	V1aR counter	MEKK2 WT-MEK5
CC1CCCN(C(=O)CCNS(=O)(=O)c2ccc(Br)cc2)C1 (configuration not stated)	/	/	/	-6	-0.1	-6	/	-0.3	/
COc1cc2c(cc1OC)CN(C(=O)Cc1ccc(OC)c(S(=O)(=O)N3CCOCC3)c1)CC2	5	0	0	1	-1.0	-11	-3	-0.4	106
COCCN1C(=O)c2cc(C(=O)Nc3cccc(F)c3)ccc2C1Nc1cccc(F)c1 (configuration not stated)	13	25	0	/	7.7	-4	9	3.6	102
CC(Cc1n[nH]c(=S)o1)c1ccccc1 (configuration not stated)	-5	-35	6	-4	0.1	-10	-14	0.3	96
O=C(CCS(=O)(=O)c1ccc(Cl)cc1)NCCN1C(=O)S/C(=C\c2ccccc2F)C1=O	7	29	4	3	15	-15	-2	12	106

Compound profiles, from the list above. Screens in order: MEKK2mut PB1 HTS | NALP1 inh | PfM18AAP inh | GalR3 antag | OXTR ag | OXTR potentiator | GPR7 antagonist | V1aR counter | MEKK2 WT-MEK5
Shown for CC1CCCN(C(=O)CCNS(=O)(=O)c2ccc(Br)cc2)C1 (configuration not stated) → / | / | / | -6 | -0.1 | -6 | / | -0.3 | /
Shown for CC(Cc1n[nH]c(=S)o1)c1ccccc1 (configuration not stated) → -5 | -35 | 6 | -4 | 0.1 | -10 | -14 | 0.3 | 96
